Compound activity as filed in PubChem.
GASC1 inh: blocks human GASC-1 (KDM4C) demethylase activity. 96,000 compounds, 0.15% hits. inhibition, % at 12.5 µM. Q9H3R0. GST-KDM4C 2-372, H3K9me3 peptide, LANCE TR-FRET. AID 720574;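 active means mean replicate inhibition above about 25%, with at least 55% of replicates also reaching it, limit read from the data, passing the limit was not always enough; inconclusive means only one of those two conditions met; inactive means neither condition met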
Target sequence (Q9H3R0 2-372 limits assumed): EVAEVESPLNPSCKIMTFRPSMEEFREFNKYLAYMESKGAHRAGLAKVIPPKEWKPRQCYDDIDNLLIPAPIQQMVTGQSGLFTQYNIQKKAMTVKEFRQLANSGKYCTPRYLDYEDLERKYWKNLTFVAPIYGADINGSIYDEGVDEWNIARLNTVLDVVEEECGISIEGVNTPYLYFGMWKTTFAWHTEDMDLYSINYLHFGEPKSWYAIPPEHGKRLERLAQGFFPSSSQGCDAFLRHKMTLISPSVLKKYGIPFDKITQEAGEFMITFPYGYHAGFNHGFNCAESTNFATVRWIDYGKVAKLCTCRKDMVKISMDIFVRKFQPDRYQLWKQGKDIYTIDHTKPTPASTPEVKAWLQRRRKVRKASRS
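Test system – GST-tagged GASC-1 (JMJD2C) catalytic fragment, aa 2-372 · Medium – HEPES buffer, pH 7.5, plus ascorbate · Reagent – H3K9me3 peptide with Fe(II)/2OG · Compound – one test concentration per compound · Timing – 30 min reaction, 60 min detection, RT · Technique – TR-FRET with Eu antibody and ULight streptavidin, EDTA stop · Read-out basis – inhibition from TR-FRET ratio decrease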
T cruzi growth: blocks T. cruzi growth in NIH3T3 culture | T. cruzi beta-gal in NIH3T3, GalScreen luminescence, 90 h | inhibition, % at 8.34 µM | 77,000 compounds, 5.9% hits | AID 624255;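 active means mean inhibition above about 93%, with at least 55% of replicates each passing it, limit read from the data, passing the limit was not always enough; inconclusive means only one of those two conditions holds; inactive means neither condition holds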
C diff HTS: blocks growth of Clostridium difficile | Clostridium difficile clinical isolate growth, OD600, 24 h; active compounds read low | growth activity, negative = inhibition, % at 16 µg/mL (by protocol) | 86,000 compounds, 0.25% hits | AID 1259249;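 active means mean growth activity at or below -80% and every replicate also at or below -80%; inconclusive means mean at or below -80% but some replicate above -80%; inactive means mean growth activity above -80%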;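 further: 0% = DMSO wells and -100% = levofloxacin 16 µg/mL wells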
Pf Dd2 inh: P. falciparum Dd2 growth inhibition; activity change, % at 10 µM; SYBR Green, 72 h; active compounds read low; AID 1159554; 94,000 compounds, 2.3% hits; in the data active means activity change below about -80%; inconclusive means no clear call, values can overlap the other calls
Starred values were filed as active, the others as inactive; ? = inconclusive; . = no result given; & = joins results of further samples.

The opening six entries as a preview:
SMILES	GASC1 inh	T cruzi growth	C diff HTS	Pf Dd2 inh
COCC#Cc1ccc([C@@H]2[C@H]3CN(C(=O)C4CC4)CC(=O)N3[C@H]2CO)cc1	-0.3	.	-4	6
COc1ccc(NC(=O)N2CCCCN3[C@H](CO)[C@H](c4ccc(C5=CCCC5)cc4)[C@@H]3C2)cc1	.	117*	-10	-18
C[C@@H]1CCCCO[C@@H](CN(C)C(=O)c2ccccc2)[C@@H](C)CN([C@@H](C)CO)C(=O)c2cc(NC(=O)C3CCCCC3)ccc2O1	0.4	81	2	-47
C[C@H](CO)N1C[C@H](C)[C@H](CN(C)C(=O)C2CCC2)Oc2ncc(-c3ccncc3)cc2C1=O	2.7	35	.	28
COc1cccc(NC(=O)N[C@H]2C=C[C@@H](CC(=O)Nc3ccc(-c4ccccc4)cc3)O[C@@H]2CO)c1	6.0	-21	-6	0
C[C@H](CO)N1C[C@H](C)[C@H](CN(C)CC2CCCCC2)OCCCC[C@H](C)Oc2ccc(NC(=O)CCCCCC(=O)Nc3ccccc3N)cc2C1=O	2.8	89	0	-82*

This part in full, from the start:
SMILES	GASC1 inh	T cruzi growth	C diff HTS	Pf Dd2 inh
COCC#Cc1ccc([C@@H]2[C@H]3CN(C(=O)C4CC4)CC(=O)N3[C@H]2CO)cc1	-0.3	.	-4	6
COc1ccc(NC(=O)N2CCCCN3[C@H](CO)[C@H](c4ccc(C5=CCCC5)cc4)[C@@H]3C2)cc1	.	117*	-10	-18
C[C@@H]1CCCCO[C@@H](CN(C)C(=O)c2ccccc2)[C@@H](C)CN([C@@H](C)CO)C(=O)c2cc(NC(=O)C3CCCCC3)ccc2O1	0.4	81	2	-47
C[C@H](CO)N1C[C@H](C)[C@H](CN(C)C(=O)C2CCC2)Oc2ncc(-c3ccncc3)cc2C1=O	2.7	35	.	28
COc1cccc(NC(=O)N[C@H]2C=C[C@@H](CC(=O)Nc3ccc(-c4ccccc4)cc3)O[C@@H]2CO)c1	6.0	-21	-6	0
C[C@H](CO)N1C[C@H](C)[C@H](CN(C)CC2CCCCC2)OCCCC[C@H](C)Oc2ccc(NC(=O)CCCCCC(=O)Nc3ccccc3N)cc2C1=O	2.8	89	0	-82*
O=C(Nc1ccccc1)[C@@H]1[C@@H](CO)[C@@H]2Cn3c(ccc(C4=CCCCC4)c3=O)[C@@H]2N1Cc1cocn1	12	-76	21	.
O=C(C[C@@H]1CC[C@H](NC(=O)NC2CCCCC2)[C@@H](CO)O1)NCc1ccc(Cl)cc1	-0.7	-26	-10	10
O=C(c1ccccc1)N1CC(=O)N2[C@@H](CO)[C@@H](c3ccc(C#CC4CC4)cc3)[C@@H]2C1	-0.3	.	-3	12
Cc1ccc(S(=O)(=O)Nc2ccc3c(c2)C(=O)N([C@@H](C)CO)C[C@H](C)[C@H](CN(C)C(=O)c2ccncc2)OCCCC[C@H](C)O3)cc1	-0.8	18	-2	-19
C[C@H]1CN([C@@H](C)CO)C(=O)c2cc(-c3ccncc3)cnc2O[C@@H]1CN(C)C(=O)C1CCC1	2.2	45	.	25
COc1ccc(S(=O)(=O)Nc2ccc3c(c2)C(=O)N([C@H](C)CO)C[C@@H](C)[C@@H](CN(C)Cc2ccc(Cl)c(Cl)c2)OCCCC[C@H](C)O3)cc1	15	.	5	-46
CCCC(=O)Nc1ccc2c(c1)C(=O)N(C)C[C@@H](OC)[C@H](C)CN(C(=O)c1ccccn1)[C@@H](C)CO2	0.2	0	.	-1
COc1ccc(S(=O)(=O)Nc2ccc3c(c2)C(=O)N([C@H](C)CO)C[C@H](C)[C@@H](CN(C)C(=O)Nc2ccc(C(F)(F)F)cc2)OCCCC[C@H](C)O3)cc1	.	101*	8	-72
C[C@@H]1CCCCO[C@@H](CN(C)C(=O)CCC(F)(F)F)[C@H](C)CN([C@@H](C)CO)C(=O)c2cc(N(C)C)ccc2O1	5.7	?	-8	-3
OC[C@@H]1[C@H](c2ccc(-c3ccccc3)cc2)[C@H]2CN(Cc3ccccn3)CCCCN12	-1.1	92	-5	-22
C[C@H](CO)N1C[C@H](C)[C@H](CN(C)C(=O)Cc2ccccn2)Oc2ncc(C#C[C@@H](C)O)cc2C1=O	0.7	-38	-7	31
CC(C)NC(=O)Nc1ccc2c(c1)C(=O)N([C@@H](C)CO)C[C@@H](C)[C@H](CN(C)Cc1ccc(Cl)c(Cl)c1)OCCCC[C@H](C)O2	-0.2	.	-11	-78
Cc1noc(C)c1NC(=O)Nc1cccc2c1O[C@H](CN(C)S(=O)(=O)c1cccs1)[C@H](C)CN([C@H](C)CO)C2=O	-0.7	-50	.	0
CCNC(=O)[C@@H]1[C@@H](CO)[C@@H]2Cn3c(ccc(C4=CCCC4)c3=O)[C@@H]2N1CC1CC1	4.6	13	4	9
CC(C)NC(=O)N(C)C[C@H]1Oc2c(NS(C)(=O)=O)cccc2C(=O)N([C@H](C)CO)C[C@@H]1C	-0.7	32&27	2&0	15&23
CCC(=O)N(C)C[C@H]1Oc2ncc(C3=CCCC3)cc2C(=O)N([C@H](C)CO)C[C@H]1C	1.8	-69	1	-9
C[C@@H]1CN([C@H](C)CO)C(=O)c2cccc(N(C)C)c2O[C@@H]1CN(C)S(=O)(=O)c1cn(C)cn1	-0.1	-28	-2	11
N#Cc1ccc(-c2ccc3c(c2)[C@@H]2[C@@H](CCN2C(=O)C2CCCC2)[C@@H](CO)N3)cc1	-7.9	.	-15	-76
O=C(Nc1ccccc1)N1CCCCN2[C@H](C1)[C@H](c1ccc(C3=CCCCC3)cc1)[C@@H]2CO	-0.8	110*	15	-74
CCC(=O)N1CCC2(CC1)CN[C@@H](CO)c1c2c2ccc(OC)cc2n1C	-2.6	.	5	-56
COc1cccc(NC(=O)Nc2ccc3c(c2)C(=O)N(C)C[C@@H](OC)[C@@H](C)CN[C@H](C)CO3)c1	3.0	43	.	0
O=C(C[C@H]1C[C@H]2c3cc(NC(=O)C4CCOCC4)ccc3O[C@H]2[C@H](CO)O1)NCc1ccccc1F	-1.6	-52	0	4
C[C@@H]1CN([C@@H](C)CO)C(=O)Cc2cc(NC(=O)Nc3ccc(C(F)(F)F)cc3)ccc2O[C@@H]1CN(C)C(=O)NC1CCCCC1	-2.1	3	-1	-58
C[C@H](CO)N1C[C@H](C)[C@@H](CN(C)S(=O)(=O)c2ccccc2)Oc2ncc(Br)cc2C1=O	-0.6	27	-1	17
COc1ccc(NC(=O)N(C)C[C@@H]2OCCCC[C@@H](C)Oc3ccc(NC(=O)Nc4ccc(C(F)(F)F)cc4)cc3C(=O)N([C@H](C)CO)C[C@H]2C)cc1	-1.6	28	4	15
O=C(C[C@@H]1C[C@@H]2c3cc(NS(=O)(=O)c4ccc(F)cc4)ccc3O[C@@H]2[C@@H](CO)O1)NCC1CC1	0.5	14	-6	21
COCC(=O)N[C@@H]1CC[C@H](CC(=O)NCc2ccccc2OC)O[C@H]1CO	0.1	-35	.	5
CO[C@H]1CN(C)C(=O)c2cc(NC(=O)C3CC3)ccc2OC[C@@H](C)N(Cc2ccccc2)C[C@H]1C	-0.4	-63	-5	-35
CC(=O)N1[C@@H](CO)[C@@H](c2ccc(-c3ccccc3)cc2)[C@@H]1CNC(=O)C1CC1	2.2	35	-7	-5
C[C@@H]1CN([C@H](C)CO)C(=O)c2cc(NS(C)(=O)=O)ccc2O[C@@H]1CN(C)S(C)(=O)=O	1.2	-29	.	1
O=C(CCN1CCCCC1)N[C@@H]1CC[C@H](CCn2cc(-c3cccc(F)c3)nn2)O[C@H]1CO	0.6	.	0	-8
COc1ccc(NC(=O)N(C)C[C@@H]2Oc3ccc(NS(=O)(=O)c4ccc(C)cc4)cc3C(=O)N([C@H](C)CO)C[C@H]2C)cc1	1.1	33	.	4
CO[C@@H]1CN(C)C(=O)c2cc(NS(=O)(=O)c3cccc(C)c3)ccc2OC[C@@H](C)N(C(=O)Cc2cccnc2)C[C@H]1C	0.9	.	.	15
C[C@@H]1CN([C@@H](C)CO)C(=O)c2cccc(NC(=O)CCCCCC(=O)Nc3ccccc3N)c2O[C@@H]1CN(C)C(=O)NC1CCCCC1	0.2	.	-3	-86*
C[C@@H]1CN([C@H](C)CO)C(=O)c2cc(N(C)C)ccc2O[C@@H](C)CCCCO[C@H]1CN(C)Cc1ccccc1	0.1	88	1	-15
COCC(=O)N1[C@H](CO)[C@@H]2c3ccccc3N(C)C[C@@H]21	1.4	.	-1	25
C[C@@H]1CN([C@@H](C)CO)C(=O)c2cccc(NS(=O)(=O)c3ccc(Cl)cc3)c2O[C@H]1CN(C)S(=O)(=O)c1ccc(F)cc1	1.3	32	-9	4
C/C=C/c1ccc2c(c1)O[C@H](CN(C)Cc1cccnc1)[C@@H](C)CN([C@H](C)CO)S2(=O)=O	-0.1	106*	4	-22
C[C@H](CO)N1C[C@H](C)[C@@H](CN(C)S(=O)(=O)c2ccc(F)cc2)Oc2ccc(NC(=O)Cc3ccccc3)cc2C1=O	6.7	-19	-6	-44
CO[C@H]1CN(C)C(=O)c2ccc(NC(=O)Nc3ccc4c(c3)OCO4)cc2OC[C@@H](C)NC[C@@H]1C	3.1	7	-3	-9
CC(C)(C)[S@](=O)N1Cc2cc(C(=O)N3CCOCC3)nc(-c3cccc(C4=CCCC4)c3)c2[C@@H]1CCO	.	.	-3	33
CCCC#Cc1ccc2c(c1)[C@@H]1[C@@H](CCN1S(=O)(=O)c1ccc(F)cc1)[C@H](CO)N2	-0.4	.	-4	-54
CCCNC(=O)Nc1ccc2c(c1)C(=O)N(C)C[C@H](OC)[C@@H](C)CN(Cc1ccccc1)[C@H](C)CO2	21	29	.	.
C[C@@H]1CN([C@H](C)CO)S(=O)(=O)c2ccc(C#Cc3ccncc3)cc2O[C@H]1CN(C)C(=O)C1CCOCC1	-0.7	.	6	-5
CN1CCN(C(=O)C[C@H]2C=C[C@H](NC(=O)Cc3ccccn3)[C@H](CO)O2)CC1	-0.9	-24	.	21
COc1ccc(NC(=O)N(C)C[C@@H]2Oc3cc(-c4ccncc4)ccc3S(=O)(=O)N([C@H](C)CO)C[C@H]2C)cc1	-0.2	72	0	4
CN1C(=O)c2cc(NC(=O)c3ccccc3F)ccc2OC[C@@H]2O[C@H](CC(=O)NCc3ccc4c(c3)OCO4)CC[C@H]21	-0.5	-8	65	-19
C[C@H]1CN([C@@H](C)CO)C(=O)Cc2cc(NC(=O)C3CC3)ccc2O[C@@H]1CN(C)S(=O)(=O)c1cn(C)cn1	-2.4	69	-4	0
Cc1noc(C)c1NC(=O)Nc1ccc2c(c1)C(=O)N([C@H](C)CO)C[C@H](C)[C@@H](CN(C)C(=O)C1CCCCC1)OCCCC[C@@H](C)O2	0.7	-5	1	11
COCCNC(=O)C[C@H]1CC[C@@H]2[C@H](COC[C@H](O)CN2C(=O)c2cc(Cl)cc(Cl)c2)O1	2.8	1	-2&-4	2
C[C@H]1CN([C@@H](C)CO)C(=O)c2cc(C3=CCCCC3)cnc2O[C@@H]1CN(C)Cc1cccnc1	-0.5	2	1	1
C[C@H]1CN([C@@H](C)CO)C(=O)c2cccc(NC(=O)C3CCCCC3)c2O[C@H]1CN(C)S(=O)(=O)c1cn(C)cn1	0.9	22	.	23
COC(=O)C[C@@H]1C[C@H]2c3cc(NC(=O)Nc4ccccc4F)ccc3O[C@H]2[C@@H](CO)O1	-1.6	.	-5	-2
CN(C)CC(=O)N1CC2(C1)[C@H](c1ccccc1)[C@H](CO)N2S(=O)(=O)c1ccccc1	-0.5	.	1	3
(further entries)
SMILES	GASC1 inh	T cruzi growth	C diff HTS	Pf Dd2 inh
C[C@H]1CN([C@@H](C)CO)C(=O)c2cc(-c3ccccc3)cnc2O[C@@H]1CN(C)Cc1ccc(C(=O)O)cc1	0.3	-19	-9	19
CCN1[C@H](C(=O)NCc2cccc(OC)c2)[C@@H](CO)[C@@H]2Cn3c(ccc(C4=CCCC4)c3=O)[C@@H]21	0.1	-71	-11	.
CCCNC(=O)N(C)C[C@H]1Oc2cc(C#CC(C)C)ccc2S(=O)(=O)N([C@H](C)CO)C[C@@H]1C	.	-28	7	2
C[C@@H]1CN([C@H](C)CO)C(=O)Cc2cc(NC(=O)C3CCCCC3)ccc2O[C@@H]1CN(C)C(=O)Nc1ccc(F)cc1	-2.0	91	-3	6
C[C@H]1CN([C@@H](C)CO)C(=O)c2cc(-c3cccnc3)cnc2O[C@@H]1CN(C)Cc1ccccc1	0.6	-3	.	-28
C[C@H](CO)N1C[C@H](C)[C@H](CN(C)S(=O)(=O)c2cn(C)cn2)Oc2c(NC(=O)Nc3ccc(C(F)(F)F)cc3)cccc2C1=O	0.7	-19	.	12
CN(C)C(=O)c1cccc(-c2ccc([C@@H]3[C@H]4CN(CC5CCOCC5)CCCCN4[C@H]3CO)cc2)c1	0.4	53	0	28
